Screening results (PubChem BioAssay)
NPYLR7 ag: agonists of mosquito NPYLR7 receptor, primary screen, cell-based, Aedes aegypti, calcium fluorescence, mosquito biting behavior. Aedes aegypti neuropeptide Y-like receptor 7 (NPYLR7). HEK293T NPYLR7/Galpha15, GCaMP6s calcium fluorescence. activation, % at 10 µM. actives 0.15% (n = 270,000). AID 1259423, 2018; in the data active means activation above about 40%;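 further: 0% = vehicle and 100% = reference agonist at the receptor; some compounds past the cut are filed as inactive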
hcGAS inh: Primary biochemical luminescence assay for human cyclic GMP-AMP synthase inhibitors; inhibition, % at 12.5 µM; actives 0.081% (n = 290,000); Q8N884; recombinant h-cGAS, ATP depletion, Kinase-Glo luminescence;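 further: 0% = vehicle reaction and 100% = reaction without DNA for no activity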
Target sequence (Q8N884 whole entry, looked up): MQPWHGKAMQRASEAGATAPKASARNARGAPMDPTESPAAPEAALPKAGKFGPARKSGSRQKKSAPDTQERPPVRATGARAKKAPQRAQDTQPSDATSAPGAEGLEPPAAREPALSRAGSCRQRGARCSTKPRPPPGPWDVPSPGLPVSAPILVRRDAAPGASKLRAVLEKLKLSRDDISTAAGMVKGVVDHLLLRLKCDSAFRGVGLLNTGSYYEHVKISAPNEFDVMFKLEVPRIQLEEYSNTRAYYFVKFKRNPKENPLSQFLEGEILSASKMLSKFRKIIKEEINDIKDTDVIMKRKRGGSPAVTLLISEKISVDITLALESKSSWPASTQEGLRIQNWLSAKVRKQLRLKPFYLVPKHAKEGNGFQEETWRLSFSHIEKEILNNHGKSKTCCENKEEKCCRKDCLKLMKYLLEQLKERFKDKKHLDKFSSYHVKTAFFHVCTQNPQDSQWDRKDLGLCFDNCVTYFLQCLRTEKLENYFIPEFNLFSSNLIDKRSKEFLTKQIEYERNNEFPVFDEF
mcGAS inh: cyclic GMP-AMP synthase inhibitors, mouse, primary biochemical chemiluminescence | Q8C6L5 | recombinant cGAS, Kinase-Glo ATP depletion luminescence | inhibition, % at 12.5 µM | actives 0.15% (n = 160,000);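 further: 0% = negative control wells and 100% = reference inhibitor with no enzyme activity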
Numbers without * were called inactive; · = no result given; & = joins results of further samples. Unless noted, no stated cut-off is given here; in the data, active means inhibition above about 40%; inactive means the rest.

The line under a structure holds: NPYLR7 ag, hcGAS inh, mcGAS inh
> O=Cc1cc(Br)c(Sc2nnc(-c3ccccc3)o2)o1
  8, 0, 13
> CC(C)C[C@H]1CN(C(=O)c2ccc(=O)n(C)c2)CC[C@@]1(C)O
  -4, -2, ·
> COc1cccc(C2CC(c3cccc(C)c3)=NN2C(=O)CN2CCOCC2)c1 (stereo unspecified)
  21, -9, -7
> O=C(NCc1ccc2c(c1)OCO2)c1cccnc1N1CCN(C(=O)COc2cccc(Cl)c2)CC1
  19, 0, -8
> C=C(/C=C1\SCCN1CC)C1SC(=S)N(CC)C1=O (stereo unspecified)
  -6, -6, -8
> CCn1c(SCC(=O)C(C)(C)C)nnc1-c1cc(-c2ccccc2)nc2ccccc12
  -1, -4, -6
> COc1ccc(-c2nnc(NC(=O)C(F)(F)F)s2)cc1OC
  -4, -3, -4
> CCNC(=S)N(CCN(C)C)Cc1c(-c2ccccc2)noc1N1CCc2ccccc2C1
  ·, -5, -3
> CC1(C)CC2CC(C)(CN2C(=O)c2cnn3c2NC(c2cccs2)CC3C(F)(F)F)C1 (stereo unspecified)
  -11, 4, 1
> CN(Cc1ccc(F)cc1F)Cn1nc(C2CC2)n(C2CC2)c1=S
  -3, -6, ·
> CC(NC(=O)NCCN(C)C(=O)OC(C)(C)C)c1ccc(C#N)cc1 (stereo unspecified)
  -6, -7, ·
> O=C(Nc1ccc(SCCN2CCOCC2)nn1)c1ccccc1
  2, -1, -3
> COc1ccc(CN(C(=O)NC(C)(C)C)C2CC2)cc1OCc1nc(CO)cs1
  12, -7, -9
> COC(=O)c1c(C)c(C(=O)C(C)N(Cc2ccco2)S(=O)(=O)c2ccc(Br)cc2)c(C)n1C (stereo unspecified)
  -12, -9, -5
> O=C(Cn1cc(OCc2ccccc2)c(=O)cc1CO)N1CCOCC1
  2, -10, -7
> N#CNc1nc(N2CCOCC2)nc(N2CCOCC2)n1
  2, -2, ·
> Cc1ccsc1C(=O)N1CCC1(C)C(=O)NS(=O)(=O)c1ccc(Cl)cc1 (stereo unspecified)
  0, -10, ·
> O=C(NN=Cc1ccco1)C12CC3CC(CC(C3)C1)C2
  5, -11, ·
> CCc1nc(C)c(CC(=O)N2CCCC(N3CCCC3=O)C2)c(=O)[nH]1 (stereo unspecified)
  20, -8, -18
> COc1cccc2c1OCC(c1nc(C3CC3)nn1-c1ccccn1)C2 (stereo unspecified)
  6, -7, ·
> C=CCOc1ccc(C=NN2CCOCC2)cc1OC
  -1, -9, ·
> CC(=O)c1cn(Cc2ccccc2C#N)nc1C
  -2, -6, -8
> Cc1c(C(=O)NC2CCCCC2)sc2nc3ccc(N)cc3n12
  -8, -5, ·
> COc1nc(-c2ccc(Cl)c(Cl)c2)n(-c2ccc(NC(=O)c3ccc(Cl)cc3Cl)cc2)n1
  15, -7, 10
> O=C(N1C[C@H]2CC[C@@H](C1)N2)C1(Oc2ccc(Cl)cc2)CCNCC1
  1, -6, ·
> CC1CCC(NC(=O)CNC(=O)c2ccc3ccccc3c2)CC1 (stereo unspecified)
  7, -7, ·
> Cc1ccc(C)c(COc2coc(CN3CCCc4ccccc43)cc2=O)c1
  5, -1, 1
> Cc1ccc(NC(=O)CCS(=O)(=O)C2CCCC2)cc1
  2, -10, ·
> c1cc2c(c(-c3cc(N4CCCCC4)ncn3)c1)CCNC2
  8, -3, ·
> C=CCn1c(SCCCC#N)nc2cc(Cl)ccc2c1=O
  3, -5, -5
> CN(C)c1c(N)n(C)c(=O)[nH]c1=O
  3, 2, ·
> O=C(c1cc([N+](=O)[O-])ccc1Cl)N1CCN(C(=O)c2cc([N+](=O)[O-])ccc2Cl)CC1
  1, -3, ·
> CC1c2cc(F)cc(F)c2CCN1C(=O)CNC(=O)c1cccc(Br)c1 (stereo unspecified)
  -3, 3, 1
> Cc1cc(N2CCOCC2)nc(Nc2ccc(NC(=O)COc3ccccc3)cc2)n1
  12, -7, ·
> CC1=CC[C@@H]2CN(C(=O)Cc3c(C)nc(C)[nH]c3=O)C[C@@H]2C1
  3, 0, -2
> CCCCCCCC(=O)N1CCN(c2nc(C(C)C)nc3sc4c(c23)CCCC4)CC1
  -6, 3, 1
> Cc1cccc(-n2nc(-c3ccco3)cc2C(=O)N2CCN(c3cccc(C(F)(F)F)c3)CC2)c1
  16, -3, -5
> CCCCN(CC)c1cn[nH]c(=O)c1Cl
  4, -4, ·
> Cc1ccc(NC(=O)C(C2CCCC2)N2CCN(C(=O)c3cccc(Cl)c3)CC2)cc1F (stereo unspecified)
  -3, 3, 2
> COC(=O)Cc1csc(N=Cc2c(O)[nH]c(=O)[nH]c2=O)n1
  7, -2, ·
> COC(C(=O)Nc1ccnn1C1CCN(C(=O)CC2CCCC2)CC1)c1ccccc1 (stereo unspecified)
  1, -6, ·
> COCCN(Cc1cnn(C)c1)C(=O)c1ccc(C(C)(C)C)cc1
  2, -7, -18
> CC(C)(C)c1ccc(C(=O)N(Cc2ccc(OS(=O)(=O)c3ccc(F)cc3)cc2)Cc2ccco2)cc1
  8, -6, -4
> Cc1ccc(C=C2N=C(c3ccccc3F)OC2=O)o1
  -7, -8, ·
> COc1ccccc1NC(=O)c1c(NC(=O)C(C)C)sc2c1CCCC2
  -11, -5, -6
> Cn1c(=O)[nH]c(=O)c2c1nc(N1CCN(Cc3ccccc3)CC1)n2Cc1ccc(Cl)c(Cl)c1
  -2, 0, ·
> CSc1ccccc1NC(=O)CCC(=O)N(C)C(C)c1ccon1 (stereo unspecified)
  7, -5, -8
> Cc1ccc(S(=O)(=O)N2CCN(c3cc(Oc4ccc(F)c(Cl)c4)ncn3)CC2)cc1
  6, -6, -5
> CCc1nc2ccc(C(=O)N3CCN(c4ccccc4)CC3)cn2c1N(C)Cc1nccn1C
  -6, -8, -3
> CC(C)n1c(O)c(N=NC(=O)Cc2csc(N3CCOCC3)n2)c2ccccc21
  1, -6, ·

(next part)
The line under a structure holds: NPYLR7 ag, hcGAS inh, mcGAS inh
> CCC(C)NC(N)=NCc1ccc(-c2ccc3c(c2)CCCO3)cc1 (stereo unspecified)
  0, 0, ·
> CC(C)CN1C(=O)/C(=C/c2ccc(N(C)C)cc2)N(C)C1=S
  23, -8, -8
> CN1CCN(C(=O)c2cc(COc3cncc(Cl)c3)on2)CC1c1ccccc1 (stereo unspecified)
  -1, -3, -6
> CC(=O)Nc1ccc(-c2nccn2Cc2cnn(-c3ccccc3)c2)cc1
  ·, -3, -2
> CCN1CCCC1Cn1c(=O)n(CC2CCCCO2)c2cc(C(=O)O)ccc21 (stereo unspecified)
  13, 2, ·
> CCc1nc2ccc(C(=O)Nc3ccc(NC(C)=O)cc3)cn2c1N(CC)CC(=O)N(C)C
  -1, -2, 2
> N#CC1(c2nc3ccccc3s2)Cc2c(F)cccc2N2CCCC21 (stereo unspecified)
  5, -6, ·
> Cc1ccc(NC(=O)N2CCN(C(C(=O)N3CCSCC3)C3CCCC3)CC2)cc1 (stereo unspecified)
  2, -1, -5
> Cc1cccc(C)c1NC(=O)c1ccc(Nc2nc(-c3ccccc3)c3cc(Br)ccc3n2)cc1
  9, -5, -6
> CCNC(=O)NC(=O)CSc1nnc(NCc2ccc(OC)cc2)s1
  2, -5, ·
> CC(C)(CC(=O)O)CC(=O)N1CCSC1
  -6, -4, -5
> Cc1ccc(S(=O)(=O)Nc2ccc(-n3cccn3)nc2)cc1C(=O)O
  2, -5, -2
> Cc1ccc(-c2ccnc(NC(CC(C)C)c3ncnn3C)n2)c(C)n1 (stereo unspecified)
  -2, -6, ·
> Cc1ccc(Cl)cc1NC(=O)CCN1C(=O)c2ccccc2C1=O
  -7, 3, 0
> O=C(NCc1n[nH]c(=S)n1C1CC1)c1noc2c1CCCC2
  0, -6, -16
> CCc1ccc(NS(=O)(=O)c2cc(OC)ccc2OC)cc1
  1, -5, -1
> CCCN(Cc1cc(-c2cccs2)on1)C(=O)c1ccccc1Cl
  ·, -2, -3
> CN(C)C(CNC(=O)CCc1ccccc1)c1ccccc1 (stereo unspecified)
  0, -8, -8
> Cn1c(=O)c2c(ncn2Cc2ccc(C(C)(C)C)cc2)n(C)c1=O
  -5, -7, ·
> CCn1nc(CC(C)C)cc1C(=O)NC1C=CS(=O)(=O)C1 (stereo unspecified)
  -2, -5, ·
> Cn1cnnc1CNC(=O)Cc1cc(Cl)ccc1Cl
  8, -5, ·
> CC(C)c1ccccc1N1C(=O)CSC1c1ccccc1NC(=O)COc1ccccc1 (stereo unspecified)
  -2, -6, -7
> COc1ccc(C(=O)NCC(=O)N=Nc2c(O)[nH]c3ccc([N+](=O)[O-])cc23)cc1
  -1, -2, -7
> CCN(CC(=O)Nc1ccc(OC)cc1)CC(=O)N1CCc2ccccc21
  8, -6, ·
> CCC(=O)[C@@]1(C)[C@H](C)C[C@H]2[C@@H]3CCC4=CC(=O)C=C[C@]4(C)[C@H]3[C@@H](O)C[C@@]21C
  10, -4, ·
> OC(COc1ccc2ccccc2c1)CN1CCCCCC1 (stereo unspecified)
  3, -4, ·
> COc1ccc(-c2noc(C3CCN(C(=O)c4c(F)cccc4Cl)CC3)n2)cc1
  16, -1, -1
> Cc1ccc(C(C)(C)C)cc1S(=O)(=O)N1CC(C)OC(C)C1 (stereo unspecified)
  1, -7, ·
> Cc1ccc(N2C(=O)C(C)S/C2=C(\C#N)C(N)=O)cc1 (stereo unspecified)
  -6, 1, -1
> COc1cc(CC2(CCC(=O)N(Cc3c(C)nn(C)c3C)C(C)C)CCC(=O)N2)ccc1F (stereo unspecified)
  9, -7, -12
> O=C(C1CCCCC1)N1CCN(c2ccc(-n3cccn3)nn2)CC1
  8, -7, ·
> CCCCN(CC(=O)N1CCc2sccc2C1c1ccc(F)cc1)C(=O)c1cccc(Br)c1 (stereo unspecified)
  12, -3, -2
> CN(Cc1ccc(O)cc1)C(=O)Cc1cc(Cl)c2c(c1)OCCCO2
  -2, -15, ·
> CCCc1ncncc1C(=O)N1CCOC(c2ccc(Cl)cc2)C1 (stereo unspecified)
  1, -2, ·
> CCc1ccc(CN(C)Cc2cn[nH]c2-c2ccc(OC)cc2OC)cc1
  7, -9, ·
> CN1CCCN(CC(=O)NCCSC(C)(C)C)CC1
  ·, -4, -12
> Cc1ccc2nc(OCc3ccccc3Cl)c(CNCc3cnn(C)c3)cc2c1
  24, -8, -9
> Cc1cc2c(cc1Br)NCC(C)O2 (stereo unspecified)
  5&2, -10&-11, ·
> CC(OC(=O)Cn1[nH]c(=O)c2ccccc2c1=O)C(=O)NC1CCCCC1C (stereo unspecified)
  0, 3, ·
> Cc1cn(C2OC[C@@H](O)[C@@H]2CO)c(=O)[nH]c1=O (stereo partly specified)
  7, 1, -1

Random excerpt: two compounds from above
The line under a structure holds: NPYLR7 ag, hcGAS inh, mcGAS inh
> CN1CCCN(CC(=O)NCCSC(C)(C)C)CC1
  ·, -4, -12
> Cc1ccc2nc(OCc3ccccc3Cl)c(CNCc3cnn(C)c3)cc2c1
  24, -8, -9

Further compounds:
The line under a structure holds: NPYLR7 ag, hcGAS inh, mcGAS inh
> CCOc1ccc(C=C2SC(=O)N(CCNC(=O)CCNC(N)=O)C2=O)cc1OC
  -3, -2, -6
> CCn1c(CN2CCCCCC2=O)nnc1SCC(=O)NC1CCCCC1
  3, 4, ·
> CCOC(=O)N1CCC(NS(=O)(=O)CCCOc2ccc(F)cc2)CC1
  7, -7, -9
> Cc1nc2ccccn2c(=O)c1NC(=O)c1ccc2c(c1)OCO2
  2, -12, ·
> COc1ccc(C)c2sc(N(CCCN3CCOCC3)C(=O)c3ccc(F)cc3)nc12
  3, -2, -6
> CCC(CC)C(=O)N(C)c1c(C)nc2c(OCc3ccc(OC(F)F)cc3)cccn12
  4, -5, -2
> CCC(C=NNC(=O)Cc1cn2ccsc2n1)CC
  6, -8, -6
> CCc1nnc(CN(C(=O)c2cc(C(C)C)nn2C)C(C)C)o1
  -3, -1, -12
> CCN(C(=O)c1ccccc1N1CCC(NC(=O)OC)CC1)C1CCCCC1
  23, -8, -6
> COc1ccc(NC(=O)CCC2CCCN(C(=O)CCn3cncn3)C2)cc1Cl (stereo unspecified)
  3, -5, ·

The last 6 compounds of the section before lead into the next:
The line under a structure holds: NPYLR7 ag, hcGAS inh, mcGAS inh
> COc1ccc(C)c2sc(N(CCCN3CCOCC3)C(=O)c3ccc(F)cc3)nc12
  3, -2, -6
> CCC(CC)C(=O)N(C)c1c(C)nc2c(OCc3ccc(OC(F)F)cc3)cccn12
  4, -5, -2
> CCC(C=NNC(=O)Cc1cn2ccsc2n1)CC
  6, -8, -6
> CCc1nnc(CN(C(=O)c2cc(C(C)C)nn2C)C(C)C)o1
  -3, -1, -12
> CCN(C(=O)c1ccccc1N1CCC(NC(=O)OC)CC1)C1CCCCC1
  23, -8, -6
> COc1ccc(NC(=O)CCC2CCCN(C(=O)CCn3cncn3)C2)cc1Cl (stereo unspecified)
  3, -5, ·
> CCOc1ccc(S(=O)(=O)N2CC3(C)CC2CC(C)(C)C3)cc1 (stereo unspecified)
  1, -5, ·
> CC(C)(C)c1ncc2c(n1)CN(C(=O)Cc1ccc3c(c1)NC(=O)CO3)C2
  20, -3, ·
> O=C(c1ccc(Cl)cc1)N1CCSC12CCN(S(=O)(=O)c1cccc3cccnc13)CC2
  30, -4, -4
> Cc1ccnc(-c2ccc(NC(=O)NCc3ncccc3C)cc2)n1
  0, -7, -17
> O=C(NCc1c(F)cccc1F)c1cncn1-c1ccc(-c2ccc(F)c(F)c2)cc1
  5, -4, -6
> COC(=O)C1=C(C)N(C(C)C)C(=O)C1(NC(=O)c1ccc(C(C)(C)C)cc1)C(F)(F)F (stereo unspecified)
  4, -4, -7
> O=C(COc1ccccc1F)NC1CCN(c2ccccc2)C1=O (stereo unspecified)
  -1, -3, ·
